High-throughput results from PubChem BioAssay.
rCAG RNA binder: r(CAG) repeat RNA binding; TO-PRO-1 dye displacement fluorescence; inhibition, % at 3 µM; actives 1.3% (n = 370,000);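 active = inhibition above the plate cutoff, the mean of all test compounds on that plate plus 3 SD, cut at about 35% in these data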;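 note: 0% = DMSO alone and 100% = 100 µM mitoxantrone as full dye displacement; higher means more dye released from RNA so lower well fluorescence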
TCR-CD3 inh: human TCR-CD3 binding inhibition. AID 651800. inhibition, % at 9.4 µM. TAMRA-labeled TCR probe fluorescence, biochemical. actives 0.37% (n = 360,000); in the data active = inhibition above about 19%;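 note: recombinant mutant TCR 2C K166C tagged with TAMRA read by polarization; 0% = receptor in buffer alone and 100% = receptor with positive control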
HTRA1 inh: blocks human HTRA1 serine peptidase; Q92743; recombinant HTRA1, FP-rhodamine activity-based probe, fluorescence polarization; inhibition, % at 5.96 µM; actives 0.5% (n = 340,000); in the data active = inhibition above about 36%;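 note: 0% = enzyme with DMSO and 100% = wells lacking enzyme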
Target sequence (Q92743 whole entry, looked up): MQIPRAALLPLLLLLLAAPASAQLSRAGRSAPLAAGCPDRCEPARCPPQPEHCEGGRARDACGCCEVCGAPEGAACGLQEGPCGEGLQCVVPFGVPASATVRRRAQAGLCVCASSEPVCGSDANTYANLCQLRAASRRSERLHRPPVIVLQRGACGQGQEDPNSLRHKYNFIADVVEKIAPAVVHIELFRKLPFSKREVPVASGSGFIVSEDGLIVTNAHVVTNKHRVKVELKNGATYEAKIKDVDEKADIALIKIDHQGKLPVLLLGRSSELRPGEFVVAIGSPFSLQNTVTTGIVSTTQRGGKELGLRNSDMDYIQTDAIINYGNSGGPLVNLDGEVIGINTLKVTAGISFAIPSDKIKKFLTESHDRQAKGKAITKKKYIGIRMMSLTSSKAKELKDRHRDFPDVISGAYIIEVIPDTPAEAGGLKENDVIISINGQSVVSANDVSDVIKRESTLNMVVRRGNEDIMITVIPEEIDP
PG9 binder: binds the HIV-1 gp120 antibody PG9; TR-FRET gp120-PG9 antibody binding; inhibition, % at 6.7 µM; actives 0.43% (n = 360,000); in the data active = inhibition above about 8.5%
LEDGF integ inh: blocks HIV-1 LEDGF/p75-dependent DNA integration. TR-FRET IN-LEDGF/p75 DNA integration, Eu/Cy5. inhibition, % at 3.7 µM. actives 0.64% (n = 370,000);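 active = inhibition above the screen-wide mean plus 3 SD, cut at about 13% in these data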;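 note: signal is the Cy5 over europium emission ratio at 671 and 618 nm; 0% = plate median of compound wells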
mABHD4 FP: ABHD4 (mouse) inhibition, primary FP screen; purified mABHD4, FP-Rh probe fluorescence polarization; actives 0.54% (n = 370,000); inhibition, % at 8.92 µM; AID 720543;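 active = inhibition exceeding the mean over every tested compound plus 3 SD, cut at about 30% in these data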;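 note: 0% = plate median of compound wells and 100% = S159A mutant with DMSO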
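system = mouse ABHD4 enzyme, wild type | medium = HEPES pH 7.0, NaCl, Pluronic buffer | also added = FP-Rh probe | incubation = Enzyme–compound pre-incubation 45 min, then probe 60 min, both 25 °C | technique = fluorescence polarization, excitation 525 nm, emission 598 nm, BODIPY TMR filters | controls = S159A mutant high control, sample median low control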
SIAE primary: inhibitors of human sialic acid acetylesterase SIAE | Q9HAT2 | SIAE FP-Rh probe binding, fluorescence polarization | inhibition, % at 9.66 µM | actives 0.69% (n = 370,000) | AID 1053197;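 active = inhibition above a cutoff: mean of compounds within the control limits plus 3 SD of those, cut at about 17% in these data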;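 note: 0% = plate median of compound wells and 100% = probe without SIAE protein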
NR1D1 modulator: Rev-erb alpha (human) modulation. AID 1259318. P20393. actives 0.79% (n = 370,000). Rev-erbα–FITC-DNA binding, fluorescence polarization, 90 min. activity, % at 10 µM;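 active = activity above about 14%, limit read from the data; passing the limit was not always enough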;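 note: 0% = DMSO wells with 35 nM protein and 100% = DMSO wells with 750 nM protein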
PRMT1 inh: PRMT1 (human) inhibition, primary screen. Q99873. actives 1.3% (n = 370,000). recombinant PRMT1, activity-based probe fluorescence polarization. inhibition, % at 2.79 µM. AID 652257;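 active = inhibition above about 21% made by adding two undisclosed values, limit read from the data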
Target sequence (Q99873 whole entry, looked up): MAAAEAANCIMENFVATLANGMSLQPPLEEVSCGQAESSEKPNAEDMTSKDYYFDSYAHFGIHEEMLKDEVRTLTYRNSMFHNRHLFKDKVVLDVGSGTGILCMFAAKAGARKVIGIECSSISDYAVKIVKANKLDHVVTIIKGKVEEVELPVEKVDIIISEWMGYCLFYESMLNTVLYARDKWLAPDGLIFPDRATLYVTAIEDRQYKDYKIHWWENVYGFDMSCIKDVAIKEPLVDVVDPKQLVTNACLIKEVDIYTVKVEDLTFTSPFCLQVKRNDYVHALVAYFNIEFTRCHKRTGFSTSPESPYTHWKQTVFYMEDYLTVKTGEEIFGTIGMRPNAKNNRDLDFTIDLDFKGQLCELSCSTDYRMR
TDP2 absorb: blocks human TDP2 phosphodiesterase activity | inhibition, % at 12.8 µM | actives 0.34% (n = 370,000) | recombinant TDP2, T5PNP hydrolysis, p-nitrophenol absorbance 415 nm;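 active = inhibition above the mean of all tested compounds plus 3 SD, set per campaign, cut at about 25% in these data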;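 note: 0% = DMSO with enzyme and 100% = buffer with substrate but no TDP2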
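Evaluation: % inhibition relative to enzyme-containing and enzyme-free wells. Material: recombinant human TDP2. Benchmarks: enzyme-free and DMSO wells. Timing: enzyme reaction with compound for 2 h at 37 °C. Compound dosing: 12.8 µM only. Measured by: p-Nitrophenol epi absorbance. Reagent: T5PNP substrate at 5 mM, a TopII-DNA adduct mimic. Replication: single well per compound.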
The depositor's hits bear a star; nt = not tested or not shown.

Order of values: PG9 binder | LEDGF integ inh | TDP2 absorb | TCR-CD3 inh | SIAE primary | mABHD4 FP | NR1D1 modulator | PRMT1 inh | rCAG RNA binder | HTRA1 inh
1) COc1ccccc1N1CCN(C(=O)c2ccc3c(c2)CCN3S(=O)(=O)c2ccccc2)CC1
  -2.2 | -2 | 0 | 6 | -2 | -21 | -1 | 8 | 3 | -9
2) COc1ccc(NC(=S)N2CCN(Cc3ccco3)CC2)c(OC)c1
  0.1 | -4 | -2 | -10 | -3 | 7 | -3 | 2 | -5 | -4
3) CCOC(=O)c1sc(NC(=O)CSc2n[nH]c(-c3ccncc3)n2)c(C#N)c1C
  0.0 | 2 | 7 | 1 | -6 | -3 | 0 | -3 | 13 | -7
4) O=C(NCCO)c1ccc(Oc2ccc(C(F)(F)F)cc2[N+](=O)[O-])cc1
  -1.6 | -1 | -7 | 4 | 7 | 2 | -3 | -3 | -5 | 11
5) CN(C)S(=O)(=O)c1ccc(N2CCCC2)c(C(=O)N2CCN(c3ccc([N+](=O)[O-])cc3)CC2)c1
  -2.0 | 0 | -5 | 2 | 1 | -10 | -5 | -3 | 3 | -1
6) CC1=NCC(C)c2ccccc21 (configuration not stated)
  1.1 | 0 | 1 | -3 | 8 | 8 | 0 | 2 | 1 | 0
7) COc1cc(-n2c(=O)c3ccccc3n(Cc3cccc(F)c3)c2=O)cc(OC)c1OC
  0.2 | 0 | 6 | -8 | -4 | 2 | -3 | 2 | 2 | 3
8) Cc1onc(-c2c(Cl)cccc2Cl)c1-c1nc2cc(Cl)ccc2c(=O)o1
  -0.3 | 81* | 8 | -1 | -9 | 4 | 3 | 1 | 11 | nt
9) CC(C)N(Cc1cnn(C)c1)Cc1nc(Cc2ccccc2Cl)no1
  0.7 | 2 | 8 | 1 | -2 | 7 | -4 | 3 | -8 | 0
10) COc1ccc(-c2c(C#N)c(N)nc3sc(C(=O)c4ccc(C)cc4)c(N)c23)cc1
  2.9 | 0 | 0 | 3 | 5 | 5 | 2 | 7 | 3 | 2
11) COC(=O)CSc1nnc(-c2sc3ccccc3c2Cl)o1
  -3.5 | 0 | 6 | 3 | 2 | 1 | 0 | -3 | 2 | 1
12) CC1CC(=O)N(c2ccc(NCc3ccc(Cl)cc3)c([N+](=O)[O-])c2)C1=O (configuration not stated)
  0.6 | -4 | 1 | -2 | 10 | -1 | 8 | -2 | 0 | -2
13) O=C(NCc1ccccc1)c1cc(C2CCCN(S(=O)(=O)c3cccc4cccnc34)C2)on1 (configuration not stated)
  0.6 | 1 | -4 | 12 | -5 | -6 | 2 | 1 | 3 | nt
14) COCC#Cc1ccc2c(c1)O[C@@H](CN(C)S(=O)(=O)c1cccc(F)c1)[C@@H](C)CN([C@H](C)CO)S2(=O)=O
  0.5 | 0 | 2 | 6 | 2 | -12 | 3 | -2 | 3 | -9
15) COc1ccc(C(CNC(=O)c2cccc(S(=O)(=O)N3CCCC(C)C3)c2)N(C)C)cc1 (configuration not stated)
  -0.2 | 0 | 1 | -12 | 4 | -3 | 3 | 5 | -2 | 5

13 entries from above, in transposed form:
3. CCOC(=O)c1sc(NC(=O)CSc2n[nH]c(-c3ccncc3)n2)c(C#N)c1C
4. O=C(NCCO)c1ccc(Oc2ccc(C(F)(F)F)cc2[N+](=O)[O-])cc1
5. CN(C)S(=O)(=O)c1ccc(N2CCCC2)c(C(=O)N2CCN(c3ccc([N+](=O)[O-])cc3)CC2)c1
6. CC1=NCC(C)c2ccccc21 (configuration not stated)
7. COc1cc(-n2c(=O)c3ccccc3n(Cc3cccc(F)c3)c2=O)cc(OC)c1OC
8. Cc1onc(-c2c(Cl)cccc2Cl)c1-c1nc2cc(Cl)ccc2c(=O)o1
9. CC(C)N(Cc1cnn(C)c1)Cc1nc(Cc2ccccc2Cl)no1
10. COc1ccc(-c2c(C#N)c(N)nc3sc(C(=O)c4ccc(C)cc4)c(N)c23)cc1
11. COC(=O)CSc1nnc(-c2sc3ccccc3c2Cl)o1
12. CC1CC(=O)N(c2ccc(NCc3ccc(Cl)cc3)c([N+](=O)[O-])c2)C1=O (configuration not stated)

Screen / compound no. | 3 | 4 | 5 | 6 | 7 | 8 | 9 | 10 | 11 | 12
PG9 binder | 0.0 | -1.6 | -2.0 | 1.1 | 0.2 | -0.3 | 0.7 | 2.9 | -3.5 | 0.6
LEDGF integ inh | 2 | -1 | 0 | 0 | 0 | 81* | 2 | 0 | 0 | -4
TDP2 absorb | 7 | -7 | -5 | 1 | 6 | 8 | 8 | 0 | 6 | 1
TCR-CD3 inh | 1 | 4 | 2 | -3 | -8 | -1 | 1 | 3 | 3 | -2
SIAE primary | -6 | 7 | 1 | 8 | -4 | -9 | -2 | 5 | 2 | 10
mABHD4 FP | -3 | 2 | -10 | 8 | 2 | 4 | 7 | 5 | 1 | -1
NR1D1 modulator | 0 | -3 | -5 | 0 | -3 | 3 | -4 | 2 | 0 | 8
PRMT1 inh | -3 | -3 | -3 | 2 | 2 | 1 | 3 | 7 | -3 | -2
rCAG RNA binder | 13 | -5 | 3 | 1 | 2 | 11 | -8 | 3 | 2 | 0
HTRA1 inh | -7 | 11 | -1 | 0 | 3 | nt | 0 | 2 | 1 | -2

13. O=C(NCc1ccccc1)c1cc(C2CCCN(S(=O)(=O)c3cccc4cccnc34)C2)on1 (configuration not stated)
14. COCC#Cc1ccc2c(c1)O[C@@H](CN(C)S(=O)(=O)c1cccc(F)c1)[C@@H](C)CN([C@H](C)CO)S2(=O)=O
15. COc1ccc(C(CNC(=O)c2cccc(S(=O)(=O)N3CCCC(C)C3)c2)N(C)C)cc1 (configuration not stated)

Screen / compound no. | 13 | 14 | 15
PG9 binder | 0.6 | 0.5 | -0.2
LEDGF integ inh | 1 | 0 | 0
TDP2 absorb | -4 | 2 | 1
TCR-CD3 inh | 12 | 6 | -12
SIAE primary | -5 | 2 | 4
mABHD4 FP | -6 | -12 | -3
NR1D1 modulator | 2 | 3 | 3
PRMT1 inh | 1 | -2 | 5
rCAG RNA binder | 3 | 3 | -2
HTRA1 inh | nt | -9 | 5

Additional compounds.
Order of values: PG9 binder | LEDGF integ inh | TDP2 absorb | TCR-CD3 inh | SIAE primary | mABHD4 FP | NR1D1 modulator | PRMT1 inh | rCAG RNA binder | HTRA1 inh
16) CCOC(=O)C(NCc1ccccc1OC)(NC(=O)c1ccccc1)C(F)(F)F (configuration not stated)
  0.9 | -1 | 0 | -4 | -1 | 5 | 1 | 1 | 0 | -8
17) Cc1ccc(-c2nc3ncccc3o2)cc1NC(=O)c1ccco1
  -0.1 | 5 | 11 | 0 | 2 | 8 | -3 | -1 | -1 | 3
18) CC(C)c1nc2sc3c(c2c(=O)[nH]1)CC(C)(C)OC3
  1.6 | 1 | -1 | -6 | 3 | 5 | 5 | 5 | -2 | -1
19) CC(Oc1ccccc1)C(=O)Nc1nnc(S(=O)(=O)N(C)c2ccccc2)s1 (configuration not stated)
  1.3 | 2 | -5 | 0 | 1 | 1 | 1 | -4 | 5 | -1
20) c1ccc(CN2CCN(Cc3c[nH]c4ccccc34)CC2)cc1
  0.0 | 3 | 1 | 1 | 5 | 1 | 1 | 1 | -5 | -3
21) Cc1ccc(-n2c(C)cc(/C=C3\SC(=O)NC3=O)c2C)cc1
  1.3 | -3 | 3 | -8 | -2 | 3 | -3 | 0 | 12 | -5
22) C=CCNC(=O)C1CCN(c2ccc(S(=O)(=O)N3CCOCC3)cc2[N+](=O)[O-])CC1
  0.4 | -4 | -4 | -2 | -3 | 3 | 4 | 5 | -2 | 3
23) COC(=O)/C=C/c1ccc(-n2cncn2)cc1
  -2.8 | -3 | -3 | -2 | 0 | 1 | 2 | -1 | 4 | 7
24) Cc1ccc(NC(=O)C2(NC(=O)c3ccccn3)CCCCC2)cc1Br
  -0.7 | -1 | 0 | 4 | 5 | -4 | -2 | -2 | 6 | -12

Only part of the results is shown, so the mix of outcomes need not match the whole.
